TDP1 inh: TDP1 (human) enzyme inhibition. recombinant TDP1, AlphaScreen DNA substrate cleavage. Potency, µM (doses to about 130 µM), inactives show at the highest dose activity change, negative = inhibition, actives largely listed as inhibitors. 0.28% of 350,000 active; note: nearly all actives have a fitted effect of over 40% in size
Target sequence (Q9NUW8 whole entry, looked up): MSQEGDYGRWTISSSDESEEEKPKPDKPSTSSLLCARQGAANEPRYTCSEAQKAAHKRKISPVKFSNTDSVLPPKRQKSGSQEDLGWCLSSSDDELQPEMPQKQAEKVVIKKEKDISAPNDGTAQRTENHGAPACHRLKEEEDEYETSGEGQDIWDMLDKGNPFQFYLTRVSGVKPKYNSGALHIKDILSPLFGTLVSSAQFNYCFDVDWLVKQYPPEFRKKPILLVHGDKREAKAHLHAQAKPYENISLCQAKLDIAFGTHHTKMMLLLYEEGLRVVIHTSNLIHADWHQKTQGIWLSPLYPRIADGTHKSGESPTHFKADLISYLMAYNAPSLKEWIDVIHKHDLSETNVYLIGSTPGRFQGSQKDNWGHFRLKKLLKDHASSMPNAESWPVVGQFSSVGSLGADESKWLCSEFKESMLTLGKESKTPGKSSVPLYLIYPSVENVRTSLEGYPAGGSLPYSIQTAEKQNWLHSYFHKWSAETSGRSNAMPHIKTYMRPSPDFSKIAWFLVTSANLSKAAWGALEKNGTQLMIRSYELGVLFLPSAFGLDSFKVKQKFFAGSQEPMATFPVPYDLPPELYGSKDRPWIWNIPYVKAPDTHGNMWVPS
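E. coli-derived human Tdp1, 1 nM final. Cpd preinc 15 min RT; substrate 15 nM final, 5 min RT; AS bead mix 10 ug/ml final, 10 min RT. Signal loss = tyrosine-FITC cleavage. No-enzyme wells = max signal.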
TDP1 cell noCPT: qHTS for Inhibitors of human tyrosyl-DNA phosphodiesterase 1 (TDP1): qHTS in cells in absence of CPT. DT40 Tdp1-/- hTDP1 cells, no CPT, ATP luminescence, 48 h. Potency, µM (top dose mostly 46.2 µM), without a hit: at the top dose activity change, negative = growth inhibition, usual class: inhibitors. 15% of 420,000 active; note: nearly all actives have a fitted effect of over 55% in size
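Chicken DT40 Tdp1-/- cells stably complemented with human TDP1 were seeded at 400 cells/well with DMSO in place of 20 nM camptothecin. After compound pinning, cells grew at least 48 hr at 37 °C; viability read by CellTiter-Glo luminescence.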
GCN5L2 inh: GCN5L2 (KAT2A) acetyltransferase inhibition. 0.21% of 390,000 active. Potency, µM (highest dose often 58.9 µM), without a hit: at the highest dose activity change, negative = inhibition, usual class: inhibitors. AID 504327. Q92830. GCN5L2 HAT assay, ThioGlo1 CoA-SH fluorescence
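Fluorescence readout, Ex340nm/Em540nm: ThioGlo1 (50uM final) reacts with free CoA thiol released as 20nM GCN5L2 acetylates H3(1-25) peptide (75uM) using acetyl-CoA (70uM). Compound and enzyme sat 15 min beforehand; 20 min room-temperature reaction.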
Starred values were filed as active, the others as inactive; ? = inconclusive; · = no result given; & = joins results of further samples; [ ] = another dose, or the depositor's remark. Calls come from the whole dose curve; as a rule, active = well fitted curve in the direction sought with a large enough effect; inconclusive = small, poorly fitted or top-dose-only effect, or another doubt; inactive = no such curve, though single readings can be large; an effect the other way counts as inactive or inconclusive. % is set by controls: 0 for no effect and ±100 for the full control effect; potency is the fitted concentration of half-maximal effect. Not all compounds are listed; the hit share may differ from the screen's.

SMILES	TDP1 inh	TDP1 cell noCPT	GCN5L2 inh
CC(NC(=O)CSc1nc(-c2ccccc2F)nc2cc(=O)[nH]n12)c1nc2ccccc2n1C (stereo unspecified)	-3%	-15%	-9%
CN(C)CCCNCCCNC(=O)c1ccccn1	3%	-4%	-1%
COc1ccccc1NC(=O)c1ccc(CSc2ccccc2)o1	-11%	-19%	-19%
Cc1cccc(NC(=O)CSc2nc(N)c(NC(=O)c3cccs3)c(=O)[nH]2)c1C	-4%	-5%	3%
O=C(Nc1ccc(Oc2ccccc2)cc1)C1CC1	-14%	18µM*	-9%
Nc1c(C(=O)CSc2n[nH]c(-c3ccccc3)n2)c(=O)[nH]c(=O)n1C1CC1	-15%	-11%	0%
CCOc1ccc(N(CC(=O)N2CCN(c3ccccc3OC)CC2)S(=O)(=O)c2ccc(C)cc2)cc1	3%	21µM*	-21%
O=S(=O)(Nc1cccc(-c2nc3cccnc3s2)c1)c1ccc2c(c1)OCCO2	10%	?	-21%
N#Cc1cccc(C#N)c1Oc1ccc(N)cc1	·	?	-3%
Cc1ccccc1SCC(=O)OCC(=O)N(C)c1c(N)n(Cc2ccccc2)c(=O)[nH]c1=O	-8%	-15%	-2%

Profiles, looked up by structure:
`Cc1cccc(NC(=O)CSc2nc(N)c(NC(=O)c3cccs3)c(=O)[nH]2)c1C` as listed: TDP1 inh: -4%; TDP1 cell noCPT: -5%; GCN5L2 inh: 3%
`COc1ccccc1NC(=O)c1ccc(CSc2ccccc2)o1` as listed: TDP1 inh: -11%; TDP1 cell noCPT: -19%; GCN5L2 inh: -19%

(more compounds)
SMILES	TDP1 inh	TDP1 cell noCPT	GCN5L2 inh
CCOc1ccc(S(=O)(=O)N2CCC(C(=O)NCCN3CCOCC3)CC2)cc1C	·	-11%	-2%
FC(F)(F)c1ccc(Oc2ccc3cc(Br)ccc3c2)nc1	3%	-4%	21%
CC1CCN(S(=O)(=O)c2ccccc2)CC1	·	9%	-1%
CCOC(=O)c1nnn(-c2nonc2N)c1-c1ccc(C)cc1	2%	-3%	-15%
O=C(CCCN=C1NS(=O)(=O)c2ccccc21)OCC(=O)c1ccc(F)c(F)c1	1%	-2%	-9%
O=C(COc1ccc(Cl)cc1)NCc1nnc(SCC(=O)NCc2ccc3c(c2)OCO3)o1	4%	-21%	0%
CCOC(=O)C1CCN(C(=O)c2cc(S(=O)(=O)N(C)C)ccc2N2CCCC2)CC1	5%	-12%	-4%
CCOc1ccc(CSC(=N)N)cc1Cl	·	12µM*	-4%
Cc1ccc(NC(=O)/C=C/c2ccc([N+](=O)[O-])s2)c(C)c1	1%	3.7µM*	-20%
CCOC(=O)c1sc2nc(C)nc(NCc3ccc(Cl)cc3)c2c1C	·	21µM*	-2%
CCN1CCN(C(=O)CNC(=O)c2nn(-c3ccc(OC)cc3)c(=O)c3ccccc23)CC1	-7%	4%	0%
COc1ccc(-n2c(=O)c(-c3cc(F)cc(F)c3)nc3cncnc32)cc1	·	20%	-10%
CNC(=O)C1C(=S)NC(N)=C(C#N)C1c1ccccc1 (stereo unspecified)	5%	6.5µM*	4%
Cc1cc(S(=O)(=O)N2CCCC2)ccc1OCC(=O)N1CCOCC1	8%	-5%	-5%
O=C(c1cc(-c2ccccc2)nc2ccccc12)N1CCN(c2ccccc2O)CC1	6%	18µM*	-9%
C=CCNC(=O)c1ccc(C)cc1Cl	1%	0%	1%
COc1cccc(/C=C/C(=O)OCC(=O)Nc2ccccc2Sc2ccccc2)c1	-1%	-25%	-3%
CC1=CC(=O)C(C(C)C)=C/C1=N\OC(=O)c1cccc2nc(C)oc12	2%	21µM*	24%
COc1ccc(/C=C2\C(=O)NCC(=O)N2C)cc1	·	?	17%
Cc1ccc(S(=O)(=O)N(C)c2ccc(C)c([N+](=O)[O-])c2)cc1	3%	?	-6%
CC1Oc2ccccc2N(CC(=O)N2CCCCC2)C1=O (stereo unspecified)	12%	-15%	-1%
Clc1ccccc1Cn1nnc2ccccc21	·	-24%	-7%
COc1ccc(-c2c(C)nn3c(N4CCOCC4)cc(C)nc23)cc1OC	·	1%	-2%
Cc1nn(C)c(C)c1NC(=O)c1ccc(S(=O)(=O)N(C)C)cc1	3%	1%	-2%
Cc1ccsc1C(=O)NNC(=O)COc1ccccc1Cl	-4%	-17%	2%
Cc1cc(C)n2c(SCC(=O)Nc3c(C)n(C)n(-c4ccccc4)c3=O)nnc2n1	-5%	8%	-4%
COc1ccc(C(NC(=O)CC(C)C)c2c(O)ccc3ccccc23)cc1 (stereo unspecified)	·	?	-9%
CC(=O)c1cccc(NC(=O)CCc2nnc3ccc(NCc4ccco4)nn23)c1	25µM*	-18%	-21%
C=CCNc1nc(N2CCCC2)nc2ccccc12	5%	16µM*	0%
CCOCCCNC(=O)C(c1ccc(Cl)cc1)N1CCN(c2ccccc2)CC1 (stereo unspecified)	-1%	?	-4%
CC(C)(C)c1ccc(Cn2c(=O)cnc3ccccc32)cc1	·	16µM*	-8%
CCOC(=O)Cc1c(C)nc(N)[nH]c1=O	9%	-7%	0%
COc1ccc(/C=C/C(=O)NCCSCc2ccco2)cc1	4%	?	-2%
CCOC(=O)/C=C1\SCC(=O)N1Cc1ccc(Br)cc1	2%	-29%	-3%
Cc1ccc(S(=O)(=O)N2CCCC2CNC(=O)C(=O)Nc2ccc(F)cc2)cc1 (stereo unspecified)	1%	16µM*	-1%
COc1ccc(NC(=O)CCN2C(=O)[C@@H]3[C@H](C2=O)[C@H]2C=C[C@@H]3C2)cc1	6%	-15%	0%
O=C(NC1CC1)c1ccc(NS(=O)(=O)c2ccc(F)cc2)cc1	·	-22%	1%
CC(=O)NC(Cc1ccc(F)cc1)C(=O)NC1CCN(C(=O)Nc2ccccc2C)CC1 (stereo unspecified)	1%	18%	-1%
CSc1ncccc1C(=O)NCc1ccc(C)cc1	-2%	-12%	-18%[0.501 µM]
CC(C)CCN(C(=O)COc1ccc(C#N)cc1)c1c(N)n(Cc2ccccc2)c(=O)[nH]c1=O	-2%	·	-1%
O=c1ccc(=O)n2n1CC(O)C2	2%	?	-4%
Cc1ccc(-c2nc(N)n(C(=O)c3cccnc3)n2)cc1	8%	-10%	-16%
CC(C)CNC(=O)CSc1ccc(Cl)cc1	4%	10%	-5%[0.501 µM]
O=C(O)CC(NC(=O)c1ccncc1)c1ccccc1 (stereo unspecified)	·	-85%	4%
Cc1ccc(S(=O)(=O)CCC(=O)Nc2cccc([N+](=O)[O-])c2)cc1	-5%	?	-2%
Cc1c(Cl)cccc1NC(=O)Cc1ccc([N+](=O)[O-])cc1	5%	?	-9%
CSCCC(NS(=O)(=O)c1ccc2c(c1)oc(=O)n2C)C(=O)NCc1cccs1 (stereo unspecified)	·	-22%	16%
CC(=O)c1c(C)n(-c2ccc(N(C)C)cc2)c2ccc(OCC(N)=O)cc12	4%	23µM*	7%
Cc1nc(-c2ccc(S(=O)(=O)N3CCN(c4ccccc4)CC3)cc2)co1	2%	?	-1%
CN(C(=O)CSc1nccc(=O)[nH]1)C1CCCCC1	0%	15%	-4%
Remaining list, next part:
SMILES	TDP1 inh	TDP1 cell noCPT	GCN5L2 inh
CC1CC(C)CN(CCCNS(=O)(=O)c2cc(Br)cc3c2N(C(=O)C2CC2)CC3)C1 (stereo unspecified)	1%	-11%	-3%
COc1ccc(CCn2c(NN)nc3c2c(=O)[nH]c(=O)n3C)cc1	·	5.2µM*	-9%
CC1(C)CC(O)(CNCc2ccc3c(c2)OCO3)CCO1 (stereo unspecified)	4%	-12%	-3%
CC(/C=C/c1ccccc1)=N/NC(=O)c1cccc(Br)c1	-3%	23µM*	4%
CCC(Cc1ccccc1)NC(=O)CSc1ccsc1[N+](=O)[O-] (stereo unspecified)	2%	?	-6%
Cc1nc2c(C(=O)NCCC(C)C)c[nH]n2c(=O)c1Cc1ccccc1F	10%	?	-9%
COc1ccc(NC(=O)c2cc3ccccc3[nH]2)cc1	4%	?	-29%
O=C(CCC1CCCCC1)Nc1ccccc1C(=O)N1CCOCC1	5%	-20%	-1%
CN1CCN(C(=O)c2ccc3c(c2)NC(=O)/C(=C/c2ccccc2)S3)CC1	7%	?	-11%
COc1ccc(NC(=O)COC(=O)c2ccc(C)c(S(=O)(=O)N3CCCCC3)c2)cc1	40µM*	?	-5%
CN(C)C(=O)c1ccc(NC(=O)COC(=O)C2CCN(S(=O)(=O)c3ccc4c(c3)OCCO4)CC2)cc1	-6%	4%	-3%
O=C(NCc1ccc(Cl)cc1)c1cc2c(s1)-c1ccccc1SC2	3%	-21%	-5%
CCOC(=O)c1cnc2ccc(C(=O)OC)cc2c1NCCCN1CCOCC1	·	?	-16%
CCOC(=O)C1=C(O)CSC1=Nc1ccc(C)cc1	?	5%	-3%
O=C(Nc1ccc(O)c(-c2nc3ccccc3o2)c1)c1sc2ccccc2c1Cl	0%[12.3 µM]	-13%	?
Cc1ccc(S(=O)(=O)N2CCN(Cc3cc(=O)n4ccccc4n3)CC2)c(C)c1	1%	-2%	-5%
O=C(/C=C/c1ccc2ccccc2n1)c1cc(Br)ccc1O	5%	?	-5%
O=C(CCN1C(=O)/C(=C\c2ccc(F)cc2)SC1=S)Nc1ccccc1	1%	-7%	-4%
CCCCNc1c(-c2ccc(OC)c(Sc3ccc(OC)cc3)c2)nc2ccccn12	·	9.2µM*	-22%
C[C@H](CO)N1C[C@H](C)[C@@H](CN(C)S(C)(=O)=O)Oc2c(NC(=O)Nc3ccc4c(c3)OCO4)cccc2C1=O	2%	-8%	1%
CCc1nnc(NC(=O)C2CCC(CNc3c(N4CCC(C)CC4)c(=O)c3=O)CC2)s1 (stereo unspecified)	-3%	-1%	-3%
NC(=O)Nc1ccc(C(=O)N2CCN(S(=O)(=O)Cc3ccccc3)CC2)cc1	-1%	?	-4%
O=C(CCC1CCCC1)Nc1ccc(Br)cn1	5%	-14%	1%
CCN1CCN(c2ccc(S(=O)(=O)N3CCCCC3)cc2NC(=O)CC(C)c2ccccc2)CC1 (stereo unspecified)	1%	?	0%
CC1(c2nnc(Cc3ccccc3)o2)CC(c2ccccc2Br)=NO1 (stereo unspecified)	-8%	?	1%
Nc1cc(=O)[nH]c(SCC(=O)N2N=C(c3ccc(Cl)cc3)CC2c2ccco2)n1 (stereo unspecified)	5%	?	-6%
Cc1ccc(-c2nnn(CC(=O)N(CCN3CCOCC3)C(C(=O)NC3CCCC3)c3ccncc3)n2)o1 (stereo unspecified)	-11%	7%	0%
O=C(O)CSc1ncccn1	3%	-6%	-8%
CCCCC(=O)NC(=S)Nc1ccc(S(=O)(=O)N2CCCC2)cc1	5%	?	-4%
COc1cccc(CNC(=O)CSc2cc(C)[nH]c(=O)n2)c1	8%	0%	2%

The closing 6 records of the part above open the next one.
SMILES	TDP1 inh	TDP1 cell noCPT	GCN5L2 inh
CC1(c2nnc(Cc3ccccc3)o2)CC(c2ccccc2Br)=NO1 (stereo unspecified)	-8%	?	1%
Nc1cc(=O)[nH]c(SCC(=O)N2N=C(c3ccc(Cl)cc3)CC2c2ccco2)n1 (stereo unspecified)	5%	?	-6%
Cc1ccc(-c2nnn(CC(=O)N(CCN3CCOCC3)C(C(=O)NC3CCCC3)c3ccncc3)n2)o1 (stereo unspecified)	-11%	7%	0%
O=C(O)CSc1ncccn1	3%	-6%	-8%
CCCCC(=O)NC(=S)Nc1ccc(S(=O)(=O)N2CCCC2)cc1	5%	?	-4%
COc1cccc(CNC(=O)CSc2cc(C)[nH]c(=O)n2)c1	8%	0%	2%
CCC(=O)N1c2ccccc2CC1C(=O)NCCN1CCN(c2ccccc2F)CC1 (stereo unspecified)	-4%	?	9%
CC(=O)c1cccc(NC(=O)C(C)n2c(=O)cc(C)c3c(C)nn(-c4ccccc4)c32)c1 (stereo unspecified)	7%	-16%	-9%
COC(=O)c1cc(S(=O)(=O)N2CCCC2=O)c(Cl)cc1Cl	·	-4%	-4%
Cc1cnc(CNc2nc(-c3ccccc3Cl)nc3ccccc23)cn1	·	-14%	-9%
COc1cc(/C=N/NC(=O)CC#N)cc(Br)c1O	-6%	?	-7%
COCCNC(=O)C1=CC(c2ccc3c(c2)OCO3)=NS(=O)(=O)N1C	3%	-16%	-10%
CCn1c(=O)c(=O)n(CC)c2cc(S(=O)(=O)Nc3ccc(C)cc3)ccc21	4%	-5%&-19%	-9%&-6%
NNC(=O)c1ccc(Cn2cc(Br)cn2)cc1	4%	-3%	-2%
COC(=O)CCCC(=O)N1CCCC(CNS(=O)(=O)c2ccc(OC)cc2)C1 (stereo unspecified)	7%	7%	1%
CC(=O)CSc1nnc(-c2cnccn2)n1-c1ccccc1	1%	-23%	-3%

High-throughput results (PubChem)
